TbPYK inhibitor: qHTS of Trypanosoma Brucei Inhibitors; Potency, µM (doses to about 76.8 µM), inactives show top-dose activity, negative = inhibition, usual class: inhibitors; TbPYK enzyme, Kinase-Glo Plus ATP luminescence, 45 min; AID 624173, 2012; hit rate 0.12% among 410,000; pyruvate kinase (Trypanosoma brucei), Q57TT1; note: nearly all actives have a fitted effect of over 50% in size
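In this concentration-response screen, enzyme-free wells defined baseline while DMSO plates tracked drift. Each reaction combined TbPYK, substrate, compound and 130 uM ADP for 45 min at room temperature. Kinase-Glo Plus luminescence gave the signal.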
HCV inh: qHTS Assay for Inhibitors of Hepatitis C Virus (HCV). Huh7.5.1 HCVcc-Cre infection, luciferase reporter, 44 h. Potency, µM (highest dose often 41.8 µM), for the others: top-dose activity change, negative = inhibition, most hits filed as inhibitors. hit rate 3.4% among 340,000. AID 651820, 2012
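Infectious HCVcc-Cre (~0.5 moi) was added to cells just after compound, with cells seeded 4 h earlier at 1,000 per well. Luciferase activity after 44 h culture reported infection; substrate was incubated 15 min at room temperature before reading.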
Pf growth 96h: Primary qHTS for delayed death inhibitors of the malarial parasite plastid, 96 hour incubation; P. falciparum luciferase reporter growth, 96 h; Potency, µM (series often up to 28.7 µM), for inactives: at the top dose activity change, negative = inhibition, actives largely listed as inhibitors; hit rate 6.9% among 320,000; AID 504834, 2011
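Two parasite generations (96 h, 37 C, 5% CO2) of compound exposure in infected erythrocytes (0.05% parasitemia, 2% hematocrit). Luciferase-reporter P. falciparum; decreased luminescence indicates inhibited growth, aimed at apicoplast-acting delayed death.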
LmPK inhibitor: qHTS Assay for Inhibitors of Leishmania Mexicana Pyruvate Kinase (LmPK); Q27686; purified LmPK, Kinase-Glo ATP luminescence, 1 h; Potency, µM (highest dose often 57.5 µM), without a hit: top-dose activity change, negative = inhibition, actives largely listed as inhibitors; hit rate 0.37% among 290,000
Target sequence (Q27686 whole entry, looked up): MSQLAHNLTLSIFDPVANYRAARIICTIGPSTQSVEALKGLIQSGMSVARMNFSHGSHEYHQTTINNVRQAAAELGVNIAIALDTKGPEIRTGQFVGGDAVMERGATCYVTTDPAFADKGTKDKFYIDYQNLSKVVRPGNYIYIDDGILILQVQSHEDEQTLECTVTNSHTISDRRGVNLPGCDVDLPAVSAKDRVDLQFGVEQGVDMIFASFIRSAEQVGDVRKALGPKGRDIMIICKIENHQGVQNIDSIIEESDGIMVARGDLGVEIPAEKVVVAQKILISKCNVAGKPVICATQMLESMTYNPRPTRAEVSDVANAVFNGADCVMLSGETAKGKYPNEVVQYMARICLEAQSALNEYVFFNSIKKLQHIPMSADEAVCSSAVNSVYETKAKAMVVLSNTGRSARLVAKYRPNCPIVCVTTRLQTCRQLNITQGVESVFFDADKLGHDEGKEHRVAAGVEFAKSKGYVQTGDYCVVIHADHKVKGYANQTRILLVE
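0.1 nM LmPK, 0.5 mM PEP, 0.1 mM ADP; 50 mM imidazole pH 7.2, 7 mM MgCl2, 50 mM KCl; 1 h RT. Kinase-Glo luminescence readout, normalized to no-enzyme (full inhibition) and uninhibited wells.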
Pf growth 48h: Primary qHTS for delayed death inhibitors of the malarial parasite plastid, 48 hour incubation; P. falciparum luciferase growth in erythrocytes, 48 h; Potency, µM (series often up to 28.7 µM), for the others: top-dose activity change, negative = inhibition, actives largely listed as inhibitors; hit rate 5.9% among 310,000
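Parasite viability was followed by luminescence of a genomically integrated firefly luciferase. Cultures held 0.1% parasitemia at 2% hematocrit (final), incubated under 5% CO2 at 37 C.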
Sm TGR block: qHTS Assay for the Inhibitors of Schistosoma Mansoni Peroxiredoxins | Schistosoma mansoni thioredoxin glutathione reductase (TGR), Q962Y6 | purified TGR, DTNB reduction, TNB absorbance 405 nm | Potency, µM (titrated, usually from 114 µM), without a hit: at the highest dose activity change, negative = inhibition, usual class: inhibitors | hit rate 3% among 360,000; note: nearly all actives have a fitted effect of over 60% in size
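First, TGR (20 nM dispensed) and NADPH were mixed with compound. Second, a 15 min room-temperature incubation followed. Third, further NADPH and then DTNB were added to start the reaction. Finally, TNB absorbance was monitored kinetically.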
Numbers without * were called inactive; ? = inconclusive; . = no result given; [ ] = dose if it differs, or a comment. Calls come from the whole dose curve; as a rule, active = well fitted curve in the direction sought with a large enough effect; inconclusive = small, poorly fitted or top-dose-only effect, or another doubt; inactive = no such curve, though single readings can be large; an effect the other way counts as inactive or inconclusive. % is set by controls: 0 for no effect and ±100 for the full control effect; potency is the fitted concentration of half-maximal effect. An unsorted share of the library, and some 16% of all compounds hit somewhere here.

SMILES | TbPYK inhibitor | HCV inh | Pf growth 96h | LmPK inhibitor | Pf growth 48h | Sm TGR block
CC(C)NS(=O)(=O)c1ccc(NC(=O)C2CC3C=CC2C3)cc1 (stereo not given) | 0% | -9% | -2% | 5% | -3% | -11%
COc1ccc(C(=O)CC(Nc2ccc([N+](=O)[O-])cc2)c2ccc(OC)cc2)cc1 (stereo not given) | -3% | ? | ? | -2% | ? | 6%
COc1ccc(S(=O)(=O)NCc2ccccc2)cc1 | 3% | 7% | . | 4% | 22% | -3%
COc1ccccc1N(CC(=O)NCCSCc1cccc(C)c1)S(=O)(=O)c1ccccc1 | 2% | 13µM* | -28% | -1% | ? | 7%
O=C(NC(Cc1ccccc1)C(=O)O)/C(=C/c1ccco1)NC(=O)c1cccc(Br)c1 (stereo not given) | -8% | 31%[activator] | 8% | 6% | 31%[activator] | ?
COc1cc(/C=C/C(=O)N2CCN(c3ccccn3)CC2)cc(OC)c1OC | 0% | . | ? | -4% | ? | -40%
COc1ccccc1NS(=O)(=O)c1cccc(C(=O)N/N=C(\C)c2cccnc2)c1 | 6% | -9% | ? | . | ? | -7%
CCOC(=O)c1c(CNc2ccncc2)n(C)c2cc(Br)c(O)cc12 | -4% | 5% | 0% | 1% | 0.33µM* | 25%
O=C(NCCc1ccc(F)cc1)c1n[nH]c2ccccc12 | 2% | -2% | 230%[activator] | 5% | 62%[activator] | -4%
O=C(CSc1nnnn1-c1ccc(Cl)cc1)N1CCc2ccccc2C1 | 1% | -2% | 5% | 2% | 10% | -6%
c1ccc(CC2CCCNC2)cc1 (stereo not given) | 1% | -14% | -6% | -7% | 2% | ?
Cc1cc(NC(=O)COC(=O)C2CCN(S(=O)(=O)c3cccc(Cl)c3Cl)CC2)no1 | 3% | 9% | . | -2% | 3% | 4%
COC(=O)c1c(N)sc(C(C)=O)c1C | 0% | -1% | 39%[activator] | 16% | . | -23%
O=C(C[n+]1cccc(Br)c1)c1ccccc1 | 0% | 5% | 4% | 1% | -2%[0.00184 µM] | -4%
CCCCC(=O)NNC(=O)CC(=O)Nc1ccccc1C(=O)O | 8% | 9% | ? | -4% | ? | 9%
CC(C)C(=O)NCC(c1cccs1)S(=O)(=O)c1ccc(F)cc1 (stereo not given) | 4% | 17% | 20% | 6% | 5% | 2%
Cc1ccc(S(=O)(=O)/N=C(\CSC(N)=O)Nc2ccccc2)cc1 | 2% | 1% | . | 1% | -1% | -5%
CNCC(C)c1ccccc1 (stereo not given) | 2% | -5% | 20% | -3% | 3% | .
COC(=O)c1sc(NC(=O)c2ccncc2)nc1C | -7% | 22% | 4% | -23% | 50%[activator] | 11%
O=C(O)c1c2c(nc3ccccc13)CCCCC2 | 2% | 1% | ? | 1% | 0% | -2%
C/C(CC(=O)NCc1ccc(Cl)cc1)=N\NC(=O)Cc1ccccc1 | -7% | 8% | 6% | 0% | 22% | -5%
Oc1ccc(N=Nc2ccccc2)cc1 | 4% | 1% | 122%[activator] | 0% | 115%[activator] | 2%
CC1(C)CC(CCNC(=O)CCl)(c2ccccc2)CCO1 (stereo not given) | -6% | 10% | ? | 2% | ? | 45µM*
CC/C(=N\NC(N)=O)c1c(O)[nH]c(=O)[nH]c1=O | 2% | 6% | 15% | 0% | 11% | -11%
CN(CC(=O)Nc1c(Cl)cccc1Cl)C(=O)c1cccc(-n2cccc2)c1 | 0% | ? | ? | . | -4% | 4%

Record cards (already shown). Order of values: TbPYK inhibitor, HCV inh, Pf growth 96h, LmPK inhibitor, Pf growth 48h, Sm TGR block
CCOC(=O)c1c(CNc2ccncc2)n(C)c2cc(Br)c(O)cc12 in the list: -4%, 5%, 0%, 1%, 0.33µM*, 25%
Cc1ccc(S(=O)(=O)/N=C(\CSC(N)=O)Nc2ccccc2)cc1 in the list: 2%, 1%, ., 1%, -1%, -5%
CC(C)NS(=O)(=O)c1ccc(NC(=O)C2CC3C=CC2C3)cc1 (stereo not given) in the list: 0%, -9%, -2%, 5%, -3%, -11%

Returning to the listing with the 7 entries that preceded the break.
SMILES | TbPYK inhibitor | HCV inh | Pf growth 96h | LmPK inhibitor | Pf growth 48h | Sm TGR block
COC(=O)c1sc(NC(=O)c2ccncc2)nc1C | -7% | 22% | 4% | -23% | 50%[activator] | 11%
O=C(O)c1c2c(nc3ccccc13)CCCCC2 | 2% | 1% | ? | 1% | 0% | -2%
C/C(CC(=O)NCc1ccc(Cl)cc1)=N\NC(=O)Cc1ccccc1 | -7% | 8% | 6% | 0% | 22% | -5%
Oc1ccc(N=Nc2ccccc2)cc1 | 4% | 1% | 122%[activator] | 0% | 115%[activator] | 2%
CC1(C)CC(CCNC(=O)CCl)(c2ccccc2)CCO1 (stereo not given) | -6% | 10% | ? | 2% | ? | 45µM*
CC/C(=N\NC(N)=O)c1c(O)[nH]c(=O)[nH]c1=O | 2% | 6% | 15% | 0% | 11% | -11%
CN(CC(=O)Nc1c(Cl)cccc1Cl)C(=O)c1cccc(-n2cccc2)c1 | 0% | ? | ? | . | -4% | 4%
CCCCOc1c(Cl)cc(C(=O)N(C)CC(=O)Nc2ccc(N3CCOCC3)cc2)cc1OCC | -10% | ? | -24% | -15% | -12% | -12%
CC1(C)CSC(Nc2ccc(F)c(Cl)c2)=N1 | -6% | -21% | 0% | 3% | -1% | 7%
C/C(NCCN1CCOCC1)=C(\C#N)C(N)=O | 3% | 4% | 1.7µM* | 1% | 10% | -6%
c1cc2ccc3ccc(CN4CCOCC4)c4ccc(c1)c2c34 | -5% | 10µM* | ? | 0% | 32%[activator] | 9%
COc1ccc(NC(=O)c2ccc(=O)[nH]c2)cc1S(=O)(=O)N1CCOCC1 | 8% | 3% | 5% | . | 9% | -5%
CCOC(=O)C1(CCCc2ccccc2)CCN(C(=O)CCn2cncn2)CC1 | -6% | -14% | 77%[activator] | -5% | 9% | 0%
COc1ccc(C(CC(=O)Nc2ccccn2)N2Cc3ccccc3C2=O)cc1 (stereo not given) | 1% | -16% | 12% | 0% | 11% | 3%
FC(F)(F)Oc1ccccc1-c1nnc(-c2cccc(C(F)(F)F)c2)o1 | -1% | -14% | -12% | 0% | 0% | 5%
Fc1ccc2[nH]c3c(Cl)ncnc3c2c1 | 2% | 7% | -37% | 0% | 6% | 0%
CCC1CCCCN1CCCNC(=O)C1CCCN(c2ncnc3c2nc2n3CCCCC2)C1 (stereo not given) | 1% | -6% | -10% | -5% | ? | 2%
c1cc2cc(-c3c(-c4ccc5c(c4)OCO5)noc3-c3ccsc3)ccc2[nH]1 | -6% | ? | -98% | 0% | 91%[activator] | -17%
COC(=O)c1ccc(/C=N/NC(=S)NC(C)C)cc1 | -22% | -8% | ? | 3% | -24% | -11%
Cc1ccc(C(=O)NNC(=O)OC(C)(C)C)c(Cl)c1 | 2% | -1% | . | 3% | 43%[activator] | -5%
COc1cc(CC(=O)NCCc2ccc(S(N)(=O)=O)cc2)cc(OC)c1OC | -8% | 3% | . | -1% | 0% | 9%
COc1ccccc1C(=O)Nc1ccc(NC(=O)C2CCCCC2)nc1 | -4% | -14% | 124%[activator] | -4% | ? | -12%
CC(=O)Nc1ccc(SCC(=O)Nc2cc(C)on2)cc1 | 2% | 25% | 2% | 3% | 25% | 3%
Cc1cnc([N+](=O)[O-])n1CCOC(=O)c1cccc(F)c1 | 0% | 15% | 45%[activator] | -5% | 21% | -14%
COc1ccc(Cl)cc1N1C(=O)C2CCCN2C1c1sccc1C (stereo not given) | -2% | 11% | ? | 2% | 68%[activator] | 10%
Cc1cc(=O)n2nc(N3CCC(C(=O)NCc4cccnc4)CC3)sc2n1 | -13% | 3% | 47%[activator] | -9% | -10% | 3%
N#CCCn1nc(-c2ccccc2)cc1Nc1ccccc1NC(=O)c1cccs1 | 0% | ? | 47%[activator] | 4% | 5.2µM* | 5%
CCC1(CC)NC(=O)NC1=O | -8% | 11% | 23% | -4% | 11% | -2%
CCc1ccc(OCC(=O)N2CCN(c3ccccc3F)CC2)cc1 | 2% | -11% | 6.6µM* | -2% | 17% | 6%
OCC1(Cc2ccc(Cl)cc2)CCN(Cc2ccccc2F)CC1 | 2% | -4% | ? | -1% | 13µM* | 2%
COc1ccc(C(C(=O)NC(C)(C)C)N(CCc2ccccc2)C(=O)CCC(=O)Nc2cc(C)on2)cc1 (stereo not given) | 3% | -16% | 2% | 3% | 12µM* | -8%
Cn1nnnc1SCC(=O)N1CCc2ccccc21 | 3% | 6% | 7% | -2% | 6% | -34%
Carrying on:
SMILES | TbPYK inhibitor | HCV inh | Pf growth 96h | LmPK inhibitor | Pf growth 48h | Sm TGR block
CC(=O)N/C(=C/c1ccccc1)c1ccccc1 | 6% | -6% | 40%[activator] | . | 57%[activator] | 8%
Cc1nc2cc(NC(=O)Nc3cccc([N+](=O)[O-])c3)ccc2n1C | -3% | ? | -24% | -1% | -54% | -1%
O=c1[nH]c(Cc2ccccc2)nc2ccccc12 | -3% | 11% | 11% | -6% | 8% | 11%[57.1 µM]
O=C(NCc1cc(C(F)(F)F)cc(C(F)(F)F)c1)C1CC(c2ccccc2[N+](=O)[O-])=NO1 (stereo not given) | 5% | ? | -16% | 6% | -7% | 0%
CCCCN=C(Nc1ccc(Cl)cc1)c1cccnc1 | . | 0% | -10% | -4% | ? | -5%
Cc1ccc(Cl)c(N/C=C/C(=O)c2ccccc2)c1 | 0% | -5% | 345%[activator] | -5% | 196%[activator] | 2%
Cc1c(NC(=O)CSc2nnnn2-c2ccc(O)cc2)c(=O)n(-c2ccccc2)n1C | . | 16% | ? | -5% | . | 3%
O=C(Nc1cccnc1)C1CCN(S(=O)(=O)c2ccc(Cl)cc2)CC1 | -4% | 22% | -28% | 8% | 2% | 7%
CC1CCCN(C(=O)CCS(=O)(=O)Cc2ccccc2)C1 (stereo not given) | -9% | 15% | . | 2% | 12% | 44%[activator]
COC(=O)Nc1csc2c1NC(=O)CCCC2 | 5% | 6% | 10% | -1% | 34%[activator] | 6%
Cc1ccc(S(=O)(=O)Nc2ccccc2F)cc1C(=O)NCc1ccco1 | 3% | 12% | ? | . | -12% | -15%
CN(C)c1ccc(N2C(=O)CC(c3ccccc3)CC2=O)cc1 | -3% | 6% | 39%[activator] | 3% | 41%[activator] | 14%
O=C(NCCN1CCOCC1)c1ccccc1Cl | -5% | 10% | ? | -5% | -7% | 0%
COc1cccc(CNCCSc2nnnn2C)c1OC | 9% | 2% | 24% | 8% | . | -5%

Single entries from the list:
LmPK inhibitor, CN(C)c1ccc(N2C(=O)CC(c3ccccc3)CC2=O)cc1 : 3%
TbPYK inhibitor, CC1CCCN(C(=O)CCS(=O)(=O)Cc2ccccc2)C1 (stereo not given) : -9%
TbPYK inhibitor, Cc1ccc(S(=O)(=O)Nc2ccccc2F)cc1C(=O)NCc1ccco1 : 3%

A different layout for some results above.
COC(=O)Nc1csc2c1NC(=O)CCCC2
  TbPYK inhibitor: 5%	HCV inh: 6%	Pf growth 96h: 10%	LmPK inhibitor: -1%	Pf growth 48h: 34%[activator]	Sm TGR block: 6%
Cc1ccc(S(=O)(=O)Nc2ccccc2F)cc1C(=O)NCc1ccco1
  TbPYK inhibitor: 3%	HCV inh: 12%	Pf growth 96h: ?	LmPK inhibitor: .	Pf growth 48h: -12%	Sm TGR block: -15%

Compound activity (PubChem BioAssay)
